Screening results (PubChem BioAssay)
TRPV1 agonist = human TRPV1 agonism; Q8NER1; TRPV1-expressing cells, Fluo-8 calcium influx, agonist mode; activation, % at 8.33 µM; 320,000 compounds, 0.19% hits; AID 540275; in the data active means activation above about 80%; inconclusive means between about 30% and that limit; further: 0% is about no effect
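TRPV1-expressing cells were cultured overnight at 35.5C and loaded with Fluo-8 calcium dye for 40 to 90 min at room temperature. After a 10 s baseline, compound was added and calcium influx was read kinetically for 3 min (ex 480/em 520 nm).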
MBNL1 CUG block = inhibitors of human MBNL1 binding to CUG repeat RNA; Q9NR56; TR-FRET MBNL1-His/biotin-(CUG)12 binding, 665/545 ratio; Potency, µM (highest dose often 57.5 µM), for inactives: at the highest dose activity change, negative = inhibition, most hits filed as inhibitors; AID 2675; 280,000 compounds, 0.036% hits; active means well fitted inhibition curve with a large enough effect in the signal ratio, with a control signal flat, not every such curve was filed as active; inconclusive means small, poorly fitted or top-dose-only effect, or effect the other way, or a change in a side signal; inactive means no such curve, though single readings can be large or run the other way; the % refers to the signal ratio; further: potency means the concentration at half of the fitted maximal effect; on the % scale 0 is the no-effect control and ±100 the full control effect
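Compounds (final 92 nM to 58 uM) are added to His-tagged MBNL1 and biotin-(CUG)12, then terbium anti-His antibody and streptavidin-XL665 (5 nM final). After 60 min at room temperature, the 665/545 nm ratio is read.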
KCNH2 3.1 inh = KCNH2 3.1 (human) potassium channel inhibition. U2OS KCNH2 3.1, thallium flux FluxOr; hits give low values. activity change, % (tested at about 1.8 µM). 340,000 compounds, 0.95% hits;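 active means maximum activity change below -70%; inconclusive means maximum activity change from -70% to -50%; inactive means maximum activity change above -50%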;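 further: thallium influx rate constant from kinetic fluorescence after stimulation buffer; on the % scale 0 is the no-effect control and ±100 the full control effect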
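Steps: virus added to U2OS suspension (4 h, RT, dark); medium with 10% FBS added, cells plated, 37 C overnight; FluxOr/Red40 loading buffer 45 min RT; stimulation buffer, 2 min kinetic read; rate constant normalized.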
AT treatment = potential ataxia-telangiectasia treatment; […] A-T fibroblasts, KAP-1 phosphorylation AlphaLISA; neocarzinostatin DNA damage 30 min before lysis; Potency, µM (highest dose often 57.5 µM), without a hit: at the top dose activation, most hits filed as activators; 320,000 compounds, 0.19% hits; AID 485349; further: potency means the concentration at half of the fitted maximal effect; % of control where 0% means no effect; nearly all actives have a fitted effect of over 45% in size
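ATM-like activity read as KAP-1 phosphorylation via AlphaLISA donor/acceptor antibody pairs after lysis and 6 hr at 25C. Cells were ATM-null patient fibroblasts ([…], hTERT), dosed 60 min, then exposed to the DSB inducer NCS for 30 min.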
Coupling enz = inhibits coupling enzyme system, counter-screen for aldolase hits; activity change, negative = inhibition, % at 58.2 µM, hits read low; coupling enzyme system counterscreen, AmpLite Red fluorescence; 290,000 compounds, 0.67% hits; in the data active means activity change below about -30%; further: on the % scale 0 is the no-effect control and ±100 the full control effect
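Fluorescence at 525 nm excitation and 598 nm emission measured inhibition of the coupled detection system without aldolase. Compounds (at 57.5 uM final) were preincubated 10 min at room temperature with coupling enzyme reagent before a 20 min substrate/AmpLite Red step.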
hERG WT inh = inhibitors of human wildtype KCNH2 potassium channel | U2OS, BacMam KCNH2, thallium flux FluxOr; hits give low values | activity change, % at 1.84 µM | 340,000 compounds, 0.37% hits | AID 720551;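 active means maximum activity change below -70%; inconclusive means maximum activity change between -70% and -50%; inactive means maximum activity change above -50%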; further: on the % scale 0 is the no-effect control and ±100 the full control effect
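U2OS cells transduced with wild-type KCNH2 virus are loaded with FluxOr dye for 45 min, and thallium flux is measured in kinetic reads before and after stimulation buffer. Rate constants are normalized to DMSO controls.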
CXXC DNA block = inhibitors of human MLL CXXC domain-DNA interaction | MLL-CXXC / FITC-HOXA9 DNA fluorescence polarization | Potency, µM (doses to about 115 µM), for inactives: at the top dose activity change, negative = inhibition, actives largely listed as inhibitors | 290,000 compounds, 0.037% hits; active means well fitted inhibition curve with a large enough effect in the polarisation, with a control signal flat, not every such curve was filed as active; inconclusive means small, poorly fitted or top-dose-only effect, or effect the other way, or a change in a side signal; inactive means no such curve, though single readings can be large or run the other way; the % refers to the polarisation; further: potency means the concentration at half of the fitted maximal effect
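Steps: dispense CXXC domain solution (7 uM) → pin compounds or unlabeled HOX-A9 DNA control → 5 min ambient → add FLSN-HOX-A9 solution (50 nM) → spin → 30 min ambient → fluorescence polarization. Tris pH 7.5/NaCl/DTT/BSA buffer.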
GALK inh = blocks human galactokinase activity; Potency, µM (series often up to 57.5 µM), for inactives: at the top dose activity change, negative = inhibition, hits mostly inhibitors; P51570; Purified GALK, Kinase-Glo residual ATP luminescence; 270,000 compounds, 0.007% hits; further: potency means the concentration at half of the fitted maximal effect; on the % scale 0 is the no-effect control and ±100 the full control effect
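Galactose (100 uM) and ATP (35 uM) were turned over by 5 nM GALK for 1 h at RT. Kinase-Glo Plus then converted the remaining ATP into a luminescent signal.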
Integrin act MD = activates integrin-mediated alleviation for muscular dystrophy. alpha7betagal myoblasts, beta-gal FDG fluorescence, 48 h. Potency, µM (doses to about 38.3 µM), for inactives: top-dose activation, hits mostly activators. 350,000 compounds, 0.064% hits;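 further: potency means the concentration at half of the fitted maximal effect; 100% = response of the positive control SU9516; nearly all actives have a fitted effect of over 60% in size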
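Alpha7betagal+/- myoblasts (passage 13) were plated 16-24 hr, then exposed to compounds (1:260 dilution of DMSO stock) for 48 hours at 37C. After MPER lysis, β-galactosidase reporter activity was read as FDG fluorescence (ex 480/em 540) after 30 minutes.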
S-ASM inh = human S-ASM enzyme inhibition; P17405; placental ASM, HMU-PC fluorogenic substrate, 60 min; Potency, µM (series often up to 57.5 µM), for inactives: at the top dose activity change, negative = inhibition, actives largely listed as inhibitors; 340,000 compounds, 0.006% hits; AID 504937; further: potency means the concentration at half of the fitted maximal effect
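Fluorescence read-out (Ex 386 nm, Em 447 nm) after stopping the reaction at pH 10. Enzyme: ASM from human placenta; substrate HMU-PC0, 9 uM final; 60 min, 37 °C. Compound preincubation 10 min, ambient temperature.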
The depositor's hits bear a star; u = inconclusive; x = not tested or not shown; [ ] = another dose, or the depositor's remark. Unless noted, the call rests on the fitted dose curve; in most records, active means well fitted curve in the direction sought with a large enough effect; inconclusive means small, poorly fitted or top-dose-only effect, or another doubt; inactive means no such curve, though single readings can be large; an effect the other way counts as inactive or inconclusive.

SMILES | TRPV1 agonist | MBNL1 CUG block | KCNH2 3.1 inh | AT treatment | Coupling enz | hERG WT inh | CXXC DNA block | GALK inh | Integrin act MD | S-ASM inh
COc1ccc(S(=O)(=O)NCC2CCCO2)cc1NC(=O)c1ccc(Cl)cc1 (stereo not given) | u | x | 12.5 | 4.8% | x | -2.7 | x | x | 16.4% | 0.2%
C/C(=N/NC(=O)c1ccccn1)c1ccc(O)cc1 | 0.9 | 8.3% | -0.9 | -10.1% | 3.0 | -10.6 | 1.4% | 6.4% | -2.0% | 4.7%
Cn1nc(C(F)(F)F)c(-c2ccc(Br)cc2)c1NC(=O)c1ccco1 | 5.2 | -2.4% | 30.5 | 3.0% | 0.0 | 0.3 | 1.6% | x | 26.0% | -3.6%
OCCC1CN(Cc2cnc(-c3cccc4ccccc34)nc2)CCN1C1CCCCC1 (stereo not given) | 2.8 | 11.6% | -8.3 | -7.4% | 0.0 | 25.4 | -10.8% | 4.9% | -55.8%[inhibitor] | 8.3%
CCOC(=O)Cn1ccc(-c2ccccc2)c(C#N)c1=O | -0.1 | 11.1% | -28.6 | -1.5% | 0.1 | 3.3 | 11.2% | 0.1% | u | 2.0%
Cc1noc(C)c1COc1ccc(CC(=O)NCCc2ccccn2)cc1 | 1.0 | -3.0% | -36.5 | -0.2% | 0.9 | -0.4 | -4.5% | -0.6% | 13.4% | 2.5%
Cc1nc2nc(SCC(=O)NCCCN3CCCCC3)nn2c(C)c1Cc1ccccc1 | -2.2 | -3.4% | -13.6 | -7.1% | 0.7 | 3.4 | -11.1% | -0.9% | 21.2% | -0.5%
CN1CC(=O)Nc2ccc(Br)cc2C1=O | 0.9 | 5.5% | 8.8 | 0.0% | 5.0 | -6.1 | -1.4% | -1.4% | 14.3% | -0.7%
O=C(O)c1cc(C(=O)O)cc(N2C(=O)CSC2=S)c1 | 0.4 | -10.8% | 10.1 | -1.4% | -1.0 | -1.5 | 1.7% | -2.4% | -15.3% | 7.8%
CCOC(=O)c1sc2nc(C)nc(N3CCCCC3C)c2c1C (stereo not given) | 8.5 | 77.0%[activator] | 4.8 | u | -1.5 | 5.6 | -0.4% | -0.6% | 4.1% | -7.4%
O=S(=O)(O)c1cccc2cccc(Nc3ccccc3)c12 | x | x | -5.5 | x | x | 4.3 | x | x | 23.0% | 115.8%[activator]
Cc1ccccc1OCCCCCCN1CCNCC1 | x | x | 20.9 | x | x | -2.7 | x | x | -37.4% | -0.5%
Cc1cc(C)c(NC(=O)CSc2nnnn2-c2cccnc2)c(C)c1 | -6.1 | -1.8% | 16.8 | -0.9% | -0.6 | -1.0 | 10.1% | 6.4% | 19.8% | 2.7%
COCCCN1C(=O)C(=O)/C(=C(/O)c2ccc(C)cc2)C1c1ccccc1 (stereo not given) | -1.4 | -1.2% | 6.6 | -1.8% | 3.9 | 14.7 | -3.2% | -3.8% | -1.5% | -0.5%
Cc1ccnc2nc(C(=O)OCC(=O)Nc3ccc4c(c3)OC(F)(F)O4)nn12 | 2.5 | -7.4% | 0.8 | -5.7% | 4.7 | -3.3 | -3.9% | 3.1% | 15.9% | -3.9%
O=C(NCCc1ccc(F)cc1)Nc1ccc2c(c1)OCO2 | 19.3 | -3.3% | 6.4 | 3.0% | -0.8 | 2.5 | -6.8% | -1.3% | 19.2% | 0.1%
O=C(CN1C(=O)CCSc2ccccc21)Nc1ccc(F)cc1 | 1.5 | 4.4% | -13.4 | -5.2% | 3.1 | -1.8 | 0.3% | -1.4% | 2.1% | 0.9%
Nc1ccc(/C=C/C(=O)c2cccs2)cc1 | 26.2 | -0.7% | -24.6 | 4.9% | -2.8 | 4.0 | u | -2.8% | -42.0% | 43.6%[activator]
O=C(NCC1CCCO1)c1ccc(S(=O)(=O)Nc2ccc(F)cc2)cc1 (stereo not given) | 1.2 | x | -4.7 | 0.2% | x | -4.1 | x | x | 33.1% | x
Cc1ccc(Cn2nnc3c(=O)n(CC(=O)N4CCCCC4)cnc32)cc1 | -1.5 | 3.6% | 12.9 | 8.7% | 2.0 | -2.4 | -8.8% | -4.9% | 0.9% | 3.2%
Cc1cc(C)cc(NC(=O)C2CCCN2/C=C/C(=O)C(F)(F)F)c1 (stereo not given) | 5.4 | -11.5% | 12.5 | -0.9% | 2.2 | -20.6 | 2.9% | 1.5% | 13.5% | 3.2%
CS(=O)(=O)N(Cc1ccc(F)cc1)Cc1nc2ccccc2c(=O)[nH]1 | 0.0 | 5.6% | -5.1 | 1.9% | -0.5 | 3.9 | -4.9% | -2.9% | -10.1% | 0.3%
CC(=O)NC(=S)Nc1ccc(S(=O)(=O)Nc2ncccn2)cc1 | 2.7 | 6.2% | -4.1 | -8.2% | 4.5 | 0.2 | -4.9% | -0.1% | 26.4% | 2.7%
CC1CC(C)CN(CCCNC(=O)Cn2cccc2C(=O)c2ccccc2)C1 (stereo not given) | 2.0 | -3.8% | 10.2 | 4.6% | -4.0 | 48.8 | -3.3% | 3.8% | 17.8% | 5.9%
CC(=O)C1(C)C(=O)N(c2ccc(F)cc2)C(=O)N1c1ccc(F)cc1 (stereo not given) | x | x | -7.7 | x | x | 65.4 | x | x | -4.0% | 2.1%
O=C(Cn1cccc1C(=O)c1ccccc1)NCc1ccc2c(c1)OCO2 | -1.2 | 2.1% | -17.0 | 2.5% | 1.5 | 2.2 | -2.7% | 1.2% | 4.6% | -2.8%
COC(=O)c1cn(C)c2ccc(S(=O)(=O)N3CCOCC3)cc2c1=O | -1.3 | -2.4% | -6.8 | 2.4% | 1.7 | -7.2 | 2.8% | 3.4% | -13.4% | 2.5%
CCC(C)(C)c1ccc(Oc2cccc(C(=O)O)c2)cc1 | 0.2 | -0.5% | -21.0 | 3.4% | 17.7 | -12.9 | 2.7% | -6.9% | 5.5% | 6.8%
O=[N+]([O-])c1ccc(Cl)cc1Sc1ccccn1 | 23.3 | u | 15.7 | -8.6% | 2.6 | 0.3 | 3.0% | 2.2% | 0.2% | -0.5%
CCOc1cc(/C=N/NC(=O)COc2ccccc2C)ccc1OC(=O)c1cccs1 | 2.9 | -8.7% | -20.8 | -8.1% | -4.9 | -17.6 | 28.6% | 6.7% | 22.7% | -20.1%
CC1CCc2c(sc(/N=C/c3ccco3)c2C(N)=O)C1 (stereo not given) | 4.4 | 15.3% | -15.5 | 15.8µM* | 0.2 | -4.8 | -7.8% | 0.3% | -0.3% | 5.1%
CC(=O)Nc1ccc(NC(=O)CCCc2c[nH]c3ccccc23)cc1 | -2.0 | 11.3% | -5.8 | 3.2% | 2.5 | -0.8 | 9.2% | -1.3% | 20.0% | -3.1%
CC1CN(C(=O)COc2ccc3c(-c4ccccc4)cc(=O)oc3c2)CC(C)O1 (stereo not given) | 1.5 | x | -1.6 | -2.8% | x | -7.2 | x | x | 20.1% | 21.4%
CCOc1ccc(Nc2nc3ccccc3c(=O)s2)cc1 | 1.8 | 0.6% | -1.8 | 23.9% | 1.6 | -1.6 | 7.5% | -0.5% | 9.7% | 5.4%
O=C(CCCOc1ccccc1)Nc1cccc([N+](=O)[O-])c1 | u | 6.9% | -1.1 | -1.4% | 0.1 | 5.9 | -12.4% | 0.4% | -0.4% | -6.1%
COc1ccccc1N(CC(=O)N/N=C/c1ccc(SC)cc1)S(C)(=O)=O | 1.9 | 10.3% | 11.7 | 2.3% | 0.2 | 12.3 | -1.9% | 3.3% | 20.7% | 2.7%
Cc1ccc(SCCNC(=S)Nc2ccccc2)cc1 | 4.4 | 1.9% | x | x | -6.2 | x | -0.8% | 1.7% | 0.3% | -19.7%
Cc1ccc(S(=O)(=O)Nc2ccccc2C=Nc2cccc(C)c2C)cc1 | -1.5 | -13.0% | -0.1 | 1.2% | -1.3 | 1.8 | 4.8% | -0.1% | 5.3% | -0.9%
Cn1c(N)c(C(=O)COC(=O)c2cc(S(=O)(=O)NCc3ccccc3)ccc2O)c(=O)n(C)c1=O | x | x | 11.0 | x | x | 7.5 | x | x | 0.3% | -7.3%
Cc1ccccc1NC(=O)COC(=O)C1(C)CC1(Cl)Cl (stereo not given) | 1.9 | -14.5% | 6.1 | 4.6% | -19.2 | -3.7 | -2.3% | 0.4% | 22.1% | -1.7%
